BL2 CD40 inh: CD40 pathway inhibition in BL2 cells; AID 1053188; inhibition, % at 10 µM; BL2 NF-kB luciferase reporter, CD40L-induced, 4 h; hit rate 0.94% among 83,000;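 active = mean inhibition of at least 50% with a set share of replicates also reaching that level; inconclusive = no clear call, values can overlap the other calls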;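 note: 0% = neutral control wells and 100% = IKK inhibitor VII at 50 µM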
An asterisk follows results filed as active; ? = inconclusive; [ ] = remark or other dose. These rows are one share of the data (hit frequency here may not be typical).

SMILES | BL2 CD40 inh
N#Cc1cccc(NC(=O)CNc2cccc(S(=O)(=O)N3CCCCC3)c2)c1 | 19
S=c1nc(-c2csc3c2CCCC3)[nH][nH]1 | 12
Cc1[nH]ccc2cc3nc4ccccc4c3cc12 | -43
COc1ccccc1OCC(=O)Nc1ccc(N2CCCCC2)cc1 | -6
COc1ccccc1C(=O)N1C[C@@H]2[C@H](c3ccccc31)[C@@H](CO)N2Cc1ccc(F)cc1 | -5[25 µM]
Cc1ccc(NC(=O)CN2C(=O)S/C(=C\c3ccccn3)C2=O)cc1 | -3
Fc1cccc(-c2ccc(C3[C@H]4CNC[C@@H]3N4Cc3ccccc3F)cc2)c1 (some centres not stated) | 6
Cc1nn(Cc2ccccc2Cl)c2sc(C(=O)OC3CCCC3=O)cc12 (configuration not stated) | -5
C[C@@H]1CN([C@H](C)CO)C(=O)c2cc(NC(=O)Nc3ccc(C(F)(F)F)cc3)ccc2O[C@@H](C)CCCCO[C@H]1CN(C)Cc1ccccc1 | 26
Cc1cccc(C)c1NC(=O)CN1CCN(C(=O)c2ccc(OCc3cn4ccccc4n3)cc2)CC1 | -1
C[C@@H]1CN([C@@H](C)CO)C(=O)c2ccccc2-c2ccccc2CO[C@H]1CN(C)Cc1ccncc1 | 3
CCOC(=O)C1CCc2sc(N)c(C#N)c21 (configuration not stated) | 14
COc1ccc2c3c([nH]c2c1)[C@H](CO)N(C)CC31CCN(S(=O)(=O)c2ccc(C)cc2)CC1 | -27[25 µM]
Cc1ccc(-n2ncc3c(=O)n(-c4cccc(C)c4)c(=O)[nH]c32)cc1 | -13
COc1ccc(/C=C2\SC(=O)N(CCNC(=O)Cn3[nH]c(=O)c4ccccc4c3=O)C2=O)cc1 | -3
Cc1ccc2c(c1)N(CC(=O)N1CCCC1)C(=O)C(C)O2 (configuration not stated) | 6
CC(C)C(=O)N=c1sc2cccc(F)c2n1C | 0
CCN(CC)c1ccc(C(=O)OCC(=O)Nc2ncccn2)cc1 | 2
COCCc1nnc(NC(=O)C(C)C)s1 | -7
CC(OC(=O)Cc1n[nH]c(=O)c2ccccc12)C(=O)N(C)c1ccccc1 (configuration not stated) | 5

The list goes on, overlapping the part above by four compounds.
SMILES | BL2 CD40 inh
CC(C)C(=O)N=c1sc2cccc(F)c2n1C | 0
CCN(CC)c1ccc(C(=O)OCC(=O)Nc2ncccn2)cc1 | 2
COCCc1nnc(NC(=O)C(C)C)s1 | -7
CC(OC(=O)Cc1n[nH]c(=O)c2ccccc12)C(=O)N(C)c1ccccc1 (configuration not stated) | 5
NC(c1csc(Nc2cc(Oc3ccccc3)ncn2)n1)c1ccccc1Cl (configuration not stated) | -15
CS(=O)(=O)c1ccc(-c2cccc(NC(=O)COc3ccccc3)c2)nn1 | 3
COc1ccc(NC(=O)CN(C)C(=O)c2cccc(S(=O)(=O)N3CC4(C)CC3CC(C)(C)C4)c2)cc1 (configuration not stated) | 2
c1ccc2sc(-c3ccc4c(c3)OCO4)nc2c1 | 53*
COc1ccc(CCNC(=O)[C@@H](NC(N)=O)C(C)C)cc1 | 8
CC(C)NC(=O)N1CC2(C1)[C@H](c1ccccc1)[C@@H](CO)N2C(=O)C1CCOCC1 | -10[25 µM]
COc1nnc(-c2ccc(C)c(S(=O)(=O)NCC3CCCO3)c2)c2ccccc12 (configuration not stated) | 0
O=C(O)C1C2C=CC(C2)C1C(=O)NCc1cccnc1 (configuration not stated) | -4
O=C(CCCNC(=O)c1ccc(Cl)cc1)OCc1cccc(Br)c1 | 15
CN1CCN(S(=O)(=O)c2cccc(C(=O)Nc3nccs3)c2)CC1 | 11
Cn1c(SCC(=O)NNC(=O)c2ccc(Br)cc2)nnc1-c1cccnc1 | 1
COc1cccc(CNC(=O)c2ccc(OC)c(S(=O)(=O)NC3CCCC3)c2)c1 | 22
CCCCC(=O)Nc1ncc([N+](=O)[O-])s1 | -24
COc1cccc(CNC(=O)CCC2CCCN(C(=O)CCn3cncn3)C2)c1 (configuration not stated) | -3
CCCNC(=S)NC1CC2CCCC(C1)N2Cc1ccccc1OC (configuration not stated) | 0
Cc1ccc(S(=O)(=O)N2CCCC2CNC(=O)C(=O)NCc2ccc3c(c2)OCO3)cc1 (configuration not stated) | 6
O=C1CC(c2ccccc2)CC(=O)C1Sc1ccc(Cl)cc1 (configuration not stated) | 4
COc1ccc(CCC(=O)NCCCNC(=O)CCc2ccc(OC)cc2)cc1 | 4
O=C(NCc1nnc(SCC(=O)N2CCOCC2)o1)c1ccccc1 | -4
Cc1cc(C)c2c3c(sc2n1)C(=O)N(c1ccccc1)CC(=O)N3 | -1
CS(=O)(=O)N1CCN(C(=O)c2csc3ccccc23)CC1 | 10
COc1ccc(CC(N)c2csc(Nc3ccccn3)n2)cc1 (configuration not stated) | -6
C[C@H](CO)N1C[C@H](C)[C@@H](CN(C)Cc2ccc(C(=O)O)cc2)Oc2ccc(NS(=O)(=O)c3cccs3)cc2C1=O | 0[25 µM]
Cc1ccc(C(CC(=O)NCc2ccco2)c2ccc(OC(C)C)cc2)cc1 (configuration not stated) | ?
COCCNC(=O)C1(C)CCCN(C(=O)c2ccc(OC)cc2OC)C1 (configuration not stated) | 5
CCCN1C[C@@H](C)[C@@H](OC)CN(C)C(=O)c2ccc(NS(=O)(=O)c3cn(C)cn3)cc2OC[C@H]1C | 5[25 µM]
Cc1ccc(C(O)c2ncc(-c3ccccc3C)[nH]2)cc1 (configuration not stated) | -22
Cc1ccnc2nc(C(=O)OCC(=O)N3CCc4ccccc43)nn12 | 7
Cc1cccn2c(=O)c3cc(C(=O)N4COCC4(C)C)sc3nc12 | -45
CC(C)(C)CC(C)(C)n1nnnc1N | 6
O=c1c2ccccc2ncn1C1CCCCC1 | 5
CC(NC(=O)Nc1ccccc1C(F)(F)F)C1CCCO1 (configuration not stated) | -1
CCCC(=O)Nc1ccc2c(c1)C(=O)N(C)[C@@H]1CC[C@@H](CC(=O)N3CCCCC3)O[C@@H]1CO2 | -3[25 µM]
CCC1(CC)CNC(=O)NC1 | -2
CC(C)(C)C1CCc2c(sc(NC(=O)c3ccncc3)c2C(N)=O)C1 (configuration not stated) | -46
C[C@H](C(=O)N(C)C[C@@H]1OCc2ccccc2-c2c(n(C)c3ccccc23)C(=O)N([C@@H](C)CO)C[C@H]1C)c1ccccc1 | 16
O=C(NCc1cccnc1)c1cccnc1Sc1ccc(Cl)cc1 | 8
O=C([C@@H]1[C@@H](CO)[C@@H]2Cn3c(cccc3=O)[C@H]1N2Cc1cccc(Cl)c1)N1CCOCC1 | -5[25 µM]
CC(C)c1cn(CC[C@H]2CC[C@H](NC(=O)C3CCCCC3)[C@@H](CO)O2)nn1 | 4
COc1ccc(NC(=O)CCNC(=O)c2ccc([N+](=O)[O-])cc2)cc1S(=O)(=O)N1CCOCC1 | -6

Some of these compounds in order of the BL2 CD40 inh value, falling.
SMILES | BL2 CD40 inh
O=c1c2ccccc2ncn1C1CCCCC1 | 5
CCC1(CC)CNC(=O)NC1 | -2
COc1ccc(CC(N)c2csc(Nc3ccccn3)n2)cc1 (configuration not stated) | -6

The main list resumes, repeating the 3 entries before the break.
SMILES | BL2 CD40 inh
O=C([C@@H]1[C@@H](CO)[C@@H]2Cn3c(cccc3=O)[C@H]1N2Cc1cccc(Cl)c1)N1CCOCC1 | -5[25 µM]
CC(C)c1cn(CC[C@H]2CC[C@H](NC(=O)C3CCCCC3)[C@@H](CO)O2)nn1 | 4
COc1ccc(NC(=O)CCNC(=O)c2ccc([N+](=O)[O-])cc2)cc1S(=O)(=O)N1CCOCC1 | -6
COCCn1c(=O)[nH]c2cc(C(=O)Nc3cc(C)cc(C)c3)ccc2c1=O | -35
O=C(O)c1c(Cl)cccc1Cl | -9
COc1cc(SC)ccc1C(=O)Nc1ccc2c(c1)OCO2 | -1
CC(C=NNc1ccc([N+](=O)[O-])cn1)=Cc1ccccc1 | -59
O=C(Nc1ccc2c(c1)[C@@H]1C[C@H](CC(=O)N3CCCCC3)O[C@@H](CO)[C@@H]1O2)NC1CCCC1 | 3
COc1ccc(/C=C/C(=O)Nc2ccccc2F)cc1S(=O)(=O)N1CCOCC1 | -10
OC(CNCCCCNCC(O)C(F)(F)F)C(F)(F)F (configuration not stated) | -1
Clc1ccc(-n2c(SCc3cccc4ccccc34)nnc2-c2ccco2)cc1 | 20
c1ccc2nc(N3CCN(Cc4ccc5c(c4)OCO5)CC3)cnc2c1 | -10
Cc1ccc(-c2nc(C#N)c(NCCc3ccccn3)o2)cc1 | -79
CN1CCc2c(n(CC(O)CN(CCO)CCO)c3ccccc23)C1=O (configuration not stated) | 21
c1ccc(CCc2nn3c(C4COc5ccccc5O4)nnc3s2)cc1 (configuration not stated) | -24
CN1CCN(c2ccc([N+](=O)[O-])c(Sc3nc4ccccc4[nH]3)c2)CC1 | 1
O=C(CC1C(=O)NCCN1Cc1ccc(-c2ccccc2)cc1)NCc1ccncc1 (configuration not stated) | -6
Cc1cc(NC(=O)CSc2nnc(-c3ccco3)n2CC2CCCO2)no1 (configuration not stated) | 11
Cc1ccc(OCCN(C)C)c([N+](=O)[O-])c1 | -3
O=C(Cn1nc(Cl)nc1Cl)c1ccc2c(c1)OCCO2 | 5
O=C(Nc1cccc(-c2cn3ccccc3n2)c1)c1cccs1 | -18
CN1c2ccc(-c3cccc(C#N)c3)cc2[C@H]2[C@H](CCN2C(=O)CN2CCOCC2)[C@@H]1CO | -2[25 µM]
COc1ccccc1CNC(=O)C[C@@H]1CC[C@H]2[C@@H](COC[C@@H](O)CN2Cc2ccc3c(c2)OCO3)O1 | 5[25 µM]
CC(C)[C@H](NC(N)=O)C(=O)Nc1cccc(S(=O)(=O)NC2=NCCCCC2)c1 | -3
COC(=O)c1ccccc1NC(=O)Cn1cnc2c(cnn2-c2ccccc2)c1=O | 13
Cc1onc(-c2ccccc2)c1C(=O)OCC(=O)N(C)c1ccccc1 | 7
CCOC(=O)c1cc(C#N)c(=S)[nH]c1C | 7
COc1ccc(NC(=O)Nc2cccc3c2O[C@H](CN(C)C(=O)NC2CCCCC2)[C@@H](C)CN([C@@H](C)CO)C3=O)cc1 | -8[25 µM]
CN(C)C(=O)c1ccc(-c2ccc3c(c2)[C@@H]2[C@@H](CCN2C(=O)c2ccccc2F)[C@H](CO)N3)cc1 | -18[25 µM]
Cc1cccc2c1NC(C)CC2C (configuration not stated) | 8
C[C@@H]1CN([C@H](C)CO)C(=O)CCCn2nncc2CO[C@H]1CN(C)C(=O)NC1CCCCC1 | -7
O=C(O)c1ccc(Oc2nc3ccccc3s2)cc1 | -76
Cc1ccc(NC(=O)COc2coc(CN3CCc4ccccc43)cc2=O)c(C)c1 | -12
O=C(NCc1ccco1)C12CC3CC(CC(C3)C1)C2 | 6
CCCn1c(N)c(N(CCOC)C(=O)C2CCCC2)c(=O)[nH]c1=O | 3
CC(=O)N1CCN(c2ccc(Oc3nc(-c4ccccc4)nc4ccccc34)cc2)CC1 | -14
O=C(CCC(=O)Nc1ccccc1)N/N=C/c1ccco1 | -4
CCOC(=O)N(C)C[C@@H]1OCc2ccccc2-c2c(n(C)c3ccccc23)C(=O)N([C@H](C)CO)C[C@@H]1C | 17
OC(c1ccc(F)cc1)c1ncc(-c2cccc(C(F)(F)F)c2)[nH]1 (configuration not stated) | -5
CNC[C@@H]1OCc2cnnn2CCCC(=O)N([C@H](C)CO)C[C@H]1C | -1[25 µM]
C/C=C/c1ccccc1[C@@H]1[C@@H](C#N)N(C(=O)CN2CCOCC2)[C@H]1CO | 3[25 µM]
CCS(=O)(=O)N1[C@H](CO)[C@@H](c2ccc(-c3cccc(F)c3)cc2)[C@@H]1C#N | -13[25 µM]
COc1ccc(CC(=O)Nc2ccccc2N2CCOCC2)cc1OC | -4

Of the compounds above, these have a COOH group.
SMILES | BL2 CD40 inh
O=C(O)C1C2C=CC(C2)C1C(=O)NCc1cccnc1 (configuration not stated) | -4
C[C@H](CO)N1C[C@H](C)[C@@H](CN(C)Cc2ccc(C(=O)O)cc2)Oc2ccc(NS(=O)(=O)c3cccs3)cc2C1=O | 0[25 µM]
O=C(O)c1c(Cl)cccc1Cl | -9
O=C(O)c1ccc(Oc2nc3ccccc3s2)cc1 | -76

(list continues)
SMILES | BL2 CD40 inh
O=C(COC(=O)c1cncc(Br)c1)Nc1nc(-c2ccc(F)cc2)cs1 | -7
COC(=O)c1sc(C(F)(F)F)c(-c2ccccc2)c1S(=O)(=O)N1CCCC1 | 4
COc1ccc2c3c([nH]c2c1)[C@H](CO)N(Cc1ccccc1OC)CC31CN(C(C)=O)C1 | 4[25 µM]
CC1CCCCC12NC(=O)N(CC(=O)Nc1ccc(Cl)c(S(=O)(=O)N3CCOCC3)c1)C2=O (configuration not stated) | -15
COC(=O)Nc1ccc(S(=O)(=O)N2CCC(C(=O)NC3CCCCC3)CC2)cc1 | 8
COc1cc(OCc2ccccc2)c(OC)c(OCc2ccccc2)c1 | -10
COc1cccc(-c2cc(C(=O)N3CCN(c4ncccn4)CC3)c3ccccc3n2)c1 | -32
O=C(NCc1ccccc1)c1cccc(S(=O)(=O)N2CCCCC2)c1 | 21
COc1cc(C(=O)NCC2CCCO2)ccc1OCc1ccccc1 (configuration not stated) | 1
COC(=O)c1nc(NC(=O)c2ccc(F)cc2)n[nH]1 | ?
CO[C@H](CN(C)C(=O)c1cc(Cl)cc(Cl)c1)[C@@H](C)CN(C(=O)Nc1ccc(F)cc1)[C@@H](C)CO | -3[25 µM]
N#C[C@@H]1[C@@H](c2ccc(C#Cc3ccccc3F)cc2)[C@@H](CO)N1C(=O)C1CCCCC1 | -14
COc1ccc(NC(=O)CN(C)CC(=O)NCCc2ccc(F)cc2)cc1 | 3
C[C@H]1CN(C)C(=O)c2cccc(NS(C)(=O)=O)c2O[C@H]1CN(C)C | 3
C1CCCCCC(NCCN2CCNCC2)CCCCC1 | 15
O=C(O)C1CCN(Cc2ccccn2)CC1 | 12
O=C(Cc1ccccc1)NCC(=O)OC(c1ccccc1)c1ccccc1 | 1
